# From PubChem
# p-CIP stab down – p/CIP-EGFP fusion destabilizers, primary screen, fluorescence, F442A cells; AID 1984, 2009; 0.01% of 290,000 active; 16 h; decrease of EGFP signal, % at 10 µM; Q05BA5;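 active = EGFP signal decrease of at least 30% at 10 µM or well 3 SD below plate mean, unless failing retest; inactive = the rest, including hits failing retest or dose response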; also: some compounds called inactive have numbers as strong as hits; many of its hits are not listed in these tables
# Target sequence (Q05BA5 1-1403): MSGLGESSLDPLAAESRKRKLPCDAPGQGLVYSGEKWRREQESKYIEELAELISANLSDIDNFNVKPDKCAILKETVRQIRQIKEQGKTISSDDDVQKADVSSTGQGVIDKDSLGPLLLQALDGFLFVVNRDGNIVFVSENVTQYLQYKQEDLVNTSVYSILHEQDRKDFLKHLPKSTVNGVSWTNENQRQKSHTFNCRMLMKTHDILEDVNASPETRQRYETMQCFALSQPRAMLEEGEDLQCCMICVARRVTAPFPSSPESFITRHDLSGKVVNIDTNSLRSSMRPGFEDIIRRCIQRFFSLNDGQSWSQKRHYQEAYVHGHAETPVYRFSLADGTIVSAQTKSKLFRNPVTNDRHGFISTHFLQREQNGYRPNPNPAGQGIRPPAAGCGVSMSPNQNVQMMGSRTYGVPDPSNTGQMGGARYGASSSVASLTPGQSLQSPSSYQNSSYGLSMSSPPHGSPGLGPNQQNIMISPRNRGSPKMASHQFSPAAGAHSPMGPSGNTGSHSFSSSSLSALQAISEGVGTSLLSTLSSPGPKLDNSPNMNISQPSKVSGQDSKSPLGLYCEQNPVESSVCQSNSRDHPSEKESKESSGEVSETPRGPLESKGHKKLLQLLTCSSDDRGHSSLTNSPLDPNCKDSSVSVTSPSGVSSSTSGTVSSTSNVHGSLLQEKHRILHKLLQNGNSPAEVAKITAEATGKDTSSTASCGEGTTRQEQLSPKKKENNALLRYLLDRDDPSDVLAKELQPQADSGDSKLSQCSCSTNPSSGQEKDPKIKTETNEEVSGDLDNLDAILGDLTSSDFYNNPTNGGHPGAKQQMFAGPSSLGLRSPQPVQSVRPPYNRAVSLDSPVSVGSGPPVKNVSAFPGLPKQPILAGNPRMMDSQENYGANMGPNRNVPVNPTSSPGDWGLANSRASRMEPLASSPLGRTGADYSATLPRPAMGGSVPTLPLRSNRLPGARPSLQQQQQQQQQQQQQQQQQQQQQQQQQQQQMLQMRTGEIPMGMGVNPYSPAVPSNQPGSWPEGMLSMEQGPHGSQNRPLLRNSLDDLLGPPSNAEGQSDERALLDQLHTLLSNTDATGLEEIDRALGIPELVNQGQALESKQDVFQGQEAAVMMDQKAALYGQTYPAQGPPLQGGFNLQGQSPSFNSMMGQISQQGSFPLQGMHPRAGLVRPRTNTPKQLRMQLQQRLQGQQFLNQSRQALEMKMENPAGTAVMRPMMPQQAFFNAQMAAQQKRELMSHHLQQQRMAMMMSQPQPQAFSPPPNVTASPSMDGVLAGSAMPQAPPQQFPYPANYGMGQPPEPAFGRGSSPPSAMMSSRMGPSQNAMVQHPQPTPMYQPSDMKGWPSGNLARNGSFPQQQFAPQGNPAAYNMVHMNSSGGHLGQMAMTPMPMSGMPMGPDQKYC
# VIM-2 inhibitor – VIM-2 metallo-beta-lactamase inhibitors, primary screen, biochemical, epi-absorbance readout, Pseudomonas aeruginosa enzyme; AID 1527, 2009; inhibition, % at 5.6 µM; purified VIM-2, nitrocefin hydrolysis, epi-absorbance fluorescence; 0.89% of 290,000 active;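 active = inhibition above the mean of all tested compounds plus 3 SD, cutoff set per screening run, cut at about 7.5% in these data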;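 also: red hydrolysis product quenches plate fluorescence so inhibitors raise well fluorescence; 0% = enzyme with DMSO and 100% = DMSO without enzyme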
# UBC9 SUMO inh – inhibitors of in vitro SUMOylation cascade, primary screen, biochemical, HTRF, uHTS; 0.36% of 290,000 active; SUMO-conjugating enzyme UBC9 (Homo sapiens), P63279; inhibition, % at 35 µM; HTRF SUMOylation assay, SAE1/SAE2 + UBC9; AID 2006, 2009; in the data active = inhibition above about 50%, passing the limit was not always enough; also: strong numbers were not always called active
# IMP-1 inhibitor – IMP-1 metallo-beta-lactamase inhibitors, primary screen, biochemical, epi-absorbance readout, Pseudomonas aeruginosa enzyme. metallo-beta-lactamase IMP-1 (Pseudomonas aeruginosa). purified IMP-1, nitrocefin hydrolysis, epi-absorbance fluorescence. 0.45% of 290,000 active. AID 1556, 2009. inhibition, % at 5.6 µM;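 active = inhibition above the mean plus 3 SD of all compounds in the same screening run, cut at about 4.5% in these data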;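 also: 0% = IMP-1 with DMSO and 100% = DMSO wells lacking enzyme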
#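 System: purified IMP-1 / Input: IMP-1 dispensed at 0.2 nM / Medium: 50 mM HEPES pH 7.1, 50 µM ZnSO4, 0.05% Brij 35 / Timing: 15 min enzyme–compound preincubation, then 25 min nitrocefin reaction, 25 °C / Technique: plate fluorescence quenching by hydrolysis product, ex 480/em 530 nm / Repeats: singlicate testing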
# CRFR2-BP antag – antagonists of CRF-BP/CRF-R2 complex, primary screen, cell-based, HEK293, calcium dye fluorescence, uHTS; CRF-induced calcium fluorescence; inhibition, % at 11.8 µM; 0.59% of 350,000 active; AID 588475, 2011;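 active = inhibition of the ligand-induced calcium signal above about 50% at the single tested concentration, limit read from the data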
# NS3 helicase inh – inhibitors of HCV NS3 helicase, primary screen, biochemical, Cy5 molecular beacon fluorescence. NS3 helicase DNA unwinding. AID 1800, 2009. Hepatitis C virus NS3 helicase. 0.56% of 290,000 active. inhibition, % at 10.9 µM;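 active = inhibition above the mean of all tested compounds plus 3 SD, set per campaign, cut at about 35% in these data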;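 also: 0% = DMSO wells and 100% = thioflavine S control wells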
#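 Material: hepatitis C virus NS3 helicase domain fragment enzyme; measured by: Cy5 fluorescence, 0 and 60 min reads; control set: DMSO and thioflavine S; incubation: 60 min unwinding reaction at 25 °C after ATP addition; read-out basis: % inhibition from 60/0 min fluorescence ratio, DMSO 0%, thioflavine S 100%; repeats: singlicate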
# IDE cell inh – human IDE inhibitors in live cells, primary screen, fluorescence polarization, HEK cells, FAbetaB substrate; FAbetaB cleavage; inhibition, % at 5.59 µM; 0.41% of 320,000 active; AID 434962, 2010;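 active = percent inhibition above the average of all tested compounds plus 3 SD, set per screening campaign, cut at about 16% in these data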;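 also: IDE supplied by intact live HEK cells; FP after avidin binding of uncleaved biotin substrate so inhibition keeps polarization high; 0% = DMSO wells and 100% = 60 µM reference IDE inhibitor Ii1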
# IDE act – human IDE activators in live cells, primary screen, fluorescence polarization, HEK cells, FAbeta-B substrate. FAbeta-B cleavage; 0% vehicle, 100% cell-free pure enzyme wells. activation, % at 5.96 µM. 0.073% of 340,000 active. AID 493087, 2011;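 active = activation above the mean of all tested compounds plus 3 SD, set per screening campaign, cut at about 17% in these data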
# GalR3 antagonist – GalR3 antagonists in HEK293 cells, primary screen, cell-based, fluorescence readout; 0.44% of 360,000 active; inhibition, % at 3 µM; Galanin receptor type 3 (Homo sapiens), O60755; HEK293 GalR3-CNG cAMP membrane potential fluorescence; galR3 body fused to GalR1 C-terminus; AID 651719, 2012;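 active = inhibition above the screen-wide average plus 3 SD, cut at about 13% in these data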;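 also: forskolin and galanin both at EC90 stimulate the cells; cAMP rise reported by CNG channel membrane potential dye signal; 0% = forskolin plus galanin with DMSO and 100% = forskolin alone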
# Numbers without * were called inactive; x = no result given.
SMILES,p-CIP stab down,VIM-2 inhibitor,UBC9 SUMO inh,IMP-1 inhibitor,CRFR2-BP antag,NS3 helicase inh,IDE cell inh,IDE act,GalR3 antagonist
CCC1Sc2ccc(S(=O)(=O)CCC(=O)Nc3cccc(Br)c3)cc2NC1=O (stereo not drawn),8,-0.7,x,-0.8,-52,-13,1,-2,-5
CC(/C=C1\SC(=S)N(CC(=O)O)C1=O)=C\c1ccccc1,-10,0.6,20,0.3,1,18,4,0,-5
COc1nc(Cl)cn(-c2ccc(Cl)cc2)c1=O,-3,-2.7,22,-3.9,10,5,12,3,-3
COc1ccc(/C=C(/NC(=O)c2ccccc2)C(=O)N/N=C/c2cccs2)cc1OC,-12,-0.3,32,-1.7,-2,-1,5,0,1
O=C(NCc1cccnc1)c1cnn2ccccc12,-15,-4.9,18,-2.1,12,4,0,-1,-4
CCN(CC)S(=O)(=O)c1ccc(N/N=C(\C)c2ccncc2)c([N+](=O)[O-])c1,-10,-3.1,1,-4.1,-15,-10,5,5,0
Fc1ccc(Sc2nc(-c3ccccc3)nnc2C(F)(F)F)cc1,-24,-3.2,-13,-1.8,5,-2,-2,2,-1
Cc1noc(-c2ccccc2OC(=O)c2ccccc2)n1,-5,0.2,-4,-5.3,7,-5,-1,0,-1
CCOc1ccc(CN2CCN(S(=O)(=O)c3ccc(NC(C)=O)cc3)CC2)cc1,-7,-3.8,0,-1.9,7,-8,4,7,6
Cn1cc([N+](=O)[O-])c(C(=O)Nc2cc(Oc3cccnc3)cc([N+](=O)[O-])c2)n1,-5,-3.9,-12,-3.0,22,-7,-7,x,-2
CCCN(CCC)C(=S)NC(=O)c1ccc(Cl)cc1Cl,-11,-1.3,12,-2.0,-33,7,2,-1,5
O=C(CSc1nc2nn(-c3ccccc3)c(=O)c-2c2n1CCCCC2)Nc1ccc(F)c(F)c1,x,x,x,x,8,x,-2,-5,-2
c1ccc2nc(-c3ccc(-n4ccnc4)cc3)ccc2c1,-16,38*,23,-1.9,-30,-1,2,5,-5
N=c1oc2ccccc2cc1C(=O)NC1CCCCCC1,-22,-0.1,10,-0.2,-18,-3,0,4,-4
Cc1nn(C)c(C)c1S(=O)(=O)N(CC(=O)Nc1ccccn1)c1ccc(C(C)C)cc1,-3,0.8,4,-2.6,-1,-5,3,-2,1
COc1ccccc1N1CCN(Cc2ccc(C(=O)O)cc2)CC1,-13,-3.7,0,-2.6,9,-4,1,-1,-6
CCC(=O)c1ccc(N2CCCCCC2)c(F)c1,7,-1.8,-11,-7.2,-9,3,4,4,-3
Cc1ccc(/C=N/NC(=O)c2cc3ccccc3cc2O)o1,-10,-2.7,16,-1.8,-2,2,-3,9,-6
CC(=O)c1c(C)[nH]c(C(=O)COC(=O)CCNS(=O)(=O)c2ccc(C)c(C)c2)c1C,x,x,x,x,1,x,-1,-2,-4
CCCNC(=O)COc1coc(CN2CCN(Cc3ccccc3)CC2)cc1=O,-9,-0.4,11,-2.1,-2,1,-5,2,-8
CC1CC(C)CN(S(=O)(=O)c2cccc3nsnc23)C1 (stereo not drawn),1,-1.1,-9,-0.2,12,0,0,3,-2
CN(Cc1ccccc1)S(=O)(=O)c1ccc(OCC(=O)NCc2cccnc2)cc1,-9,-2.5,2,-3.1,2,-3,1,-1,-4
c1ccc(-n2ncc3c(NCc4ccc5c(c4)OCO5)ncnc32)cc1,11,-2.4,-31,-1.7,-26,-9,-7,1,-3
CNc1ccc(Br)cc(C(=O)/C=C/c2cccc(Cl)c2Cl)c1=O,-10,-1.6,34,5.9*,-21,37*,x,-5,6
CCc1nc(SCC(=O)N2CCN(c3ccccc3)CC2)c2oc3ccccc3c2n1,9,-0.5,0,-1.9,-21,1,-4,2,-2
CC(=O)Nc1ccc(C(=O)Nc2cccc(S(=O)(=O)NC3=NCCC3)c2)cc1,x,x,x,x,8,x,3,-2,-5
COC(=O)c1cc(S(=O)(=O)NCc2ccc3c(c2)OCO3)c[nH]1,0,0.9,-5,-1.2,-6,9,-3,8,3
COc1ccc(-c2nc(-c3cccc(C)c3)no2)cc1OC,-7,-0.7,8,-1.5,-28,0,5,-4,x
C/C(=N\Nc1cccc(C(=O)O)c1)c1ccc(Cl)s1,-2,-0.3,11,-2.2,28,25,4,-2,-5
O=c1cc(N2CCCCC2)c2ccccc2o1,-4,-1.6,23,-1.0,-24,-2,-6,-2,10
COc1cccc(OC)c1OCCCCn1cnc2ccccc2c1=O,-5,-2.6,-9,-4.5,0,4,0,-1,-8
Cc1nc2c(c3c1[nH]c1ccccc13)C(O)CC(C)(C)C2 (stereo not drawn),-2,1.0,25,0.3,13,-4,1,3,-12
O=C(Cn1c(=O)oc2ccccc21)Nc1ccccc1Cl,-4,0.1,1,-3.8,-1,2,-2,1,-5
CC1Oc2ccccc2N(Cc2cccnc2)C1=O (stereo not drawn),-19,-1.6,12,-0.1,-15,-1,3,0,-5
O=C(NCC1CC1)c1onc(CSc2ccc(F)c(F)c2)c1C(=O)NCC1CC1,x,x,x,x,-6,x,-2,65*,-3
O=C(COC(=O)c1ccccc1NC(=O)c1ccco1)Nc1ccc2c(c1)OCO2,-4,-2.9,1,-0.9,20,-6,-5,3,-5
CCCCc1c(C)nc2ccc(C)cc2c1SCCC(=O)O,7,2.6,18,-2.3,4,10,6,4,2
CCOc1cccc(/C=C2\NC(=S)N(c3ccccc3)C2=O)c1O,-2,-2.7,3,-3.4,11,-7,1,-2,-7
Cc1ccc(C(=O)Nc2cccc(C(=O)O)c2)cc1,4,-3.6,-2,-3.9,0,1,-1,x,-3
CCOC(=O)c1cccc(NC(=O)c2cncc(Br)c2)c1,3,-0.6,-4,-2.2,-90,-6,2,6,-9
COc1cc(C(=O)O)cc(OC)c1OCc1cc(C(=O)O)oc1C,-8,-2.7,9,-1.2,8,-1,-2,2,-1
Cc1cc(C)nc(-n2nc(C)cc2NC(=O)CN2CCCC(C)C2)n1 (stereo not drawn),-10,0.9,16,-2.2,-13,12,2,-3,-9
c1ccc(OCCSc2ncnc3nc[nH]c23)cc1,x,-2.6,x,-4.1,11,-3,5,6,-4
Cc1onc(-c2ccccc2Cl)c1C(=O)NCc1ccc(S(N)(=O)=O)cc1,2,-2.2,-18,-2.3,1,0,-1,0,-3
CCCOn1c(-n2nc(C)cc2C)nc2ccccc2c1=O,-4,-4.3,14,-6.0,-13,14,-2,-1,-2
CC(C)[C@H](NC(=O)c1c(F)cccc1F)C(=O)N1CCN(c2ccc(F)cc2)CC1,-16,-0.6,5,-2.0,-8,-2,0,-1,13*
Cc1cc(C(=O)Nc2cccc(NC(=O)c3ccco3)c2)ccc1[N+](=O)[O-],-4,-2.4,-5,-3.5,2,0,x,5,-2
CCCOC(=O)C1C2C=CC(C3CC23)C1C(=O)OCC(=O)c1ccccc1 (stereo not drawn),4,1.6,-12,-3.1,4,-7,-3,5,-7
CC1CCN(c2nc3ccc(C(=O)O)cc3s2)CC1,-17,-2.6,28,-1.9,-7,0,2,6,-3
O=C(Nc1cccc(F)c1)C1CCCCC1,x,x,x,x,0,x,-4,-1,-4

# 2 compounds drawn at random from those above, as already listed:
SMILES,p-CIP stab down,VIM-2 inhibitor,UBC9 SUMO inh,IMP-1 inhibitor,CRFR2-BP antag,NS3 helicase inh,IDE cell inh,IDE act,GalR3 antagonist
CC1CCN(c2nc3ccc(C(=O)O)cc3s2)CC1,-17,-2.6,28,-1.9,-7,0,2,6,-3
Cc1cc(C)nc(-n2nc(C)cc2NC(=O)CN2CCCC(C)C2)n1 (stereo not drawn),-10,0.9,16,-2.2,-13,12,2,-3,-9

# (listing goes on)
SMILES,p-CIP stab down,VIM-2 inhibitor,UBC9 SUMO inh,IMP-1 inhibitor,CRFR2-BP antag,NS3 helicase inh,IDE cell inh,IDE act,GalR3 antagonist
CCCn1c(=O)[nH]c(=O)c2c1nc(-c1ccc(C(F)(F)F)cc1)n2CCOC,-8,-0.7,15,-1.0,-1,0,-2,3,-7
O=C(NCCO)c1ccc(Cl)c(Cl)c1,-19,-2.5,12,-3.3,14,3,5,-2,-4
O=C(CCn1c(=O)oc2ccccc21)N1CCN(c2ccc(F)cc2)CC1,3,1.0,-6,1.5,-4,-5,4,2,x
COc1ccc(C)cc1NC(=O)COC(=O)C1CC1,-14,-1.4,-1,-2.5,-16,6,5,4,-4
CCOC(=O)N1CCN(Cc2nnc(-c3ccccc3Cl)o2)CC1,-5,-1.7,14,-1.1,-4,2,-3,2,-12
CC(=O)N1CN(C2CCCC2)Cc2c1sc1c2CCCC1,-10,-5.6,15,-5.8,-18,1,-2,4,-3
COc1ccc(NC(=O)CCc2c(C)nn(-c3ccc(N4CCOCC4)nn3)c2C)cc1,-25,-0.5,15,-0.8,8,0,1,6,-7
COCC(=O)N(Cc1nc2sc(C)c(C)c2c(=O)[nH]1)C1CCCCC1,0,-2.1,20,-3.6,2,1,1,1,6
O=C(CSc1nc2sc3c(c2c(=O)n1-c1ccccc1)CCCC3)NCc1ccco1,-3,-0.4,16,-3.4,-2,0,2,3,-2
Cc1cc(C)n(-c2nc3ccccc3nc2NCCc2ccccc2)n1,-8,-4.5,-32,-4.8,-4,4,1,3,-4
COc1cccc(/C=N/Nc2ncnc3c2ncn3Cc2ccccc2)c1O,-10,-0.3,10,0.9,0,5,1,-3,-2
CCOc1ccc2nc(SCC)[nH]c2c1,-6,-1.3,-8,-2.8,19,4,4,3,6
CCC(CC)N1CCN(CC2CC=CCC2)CC1 (stereo not drawn),-34,-4.7,22,-2.4,-11,-8,4,-2,-4
NC(=O)/C(=C/c1cccnc1)NC(=O)c1ccccc1,0,-2.8,1,-1.7,-8,-4,1,5,-6
COc1ccc(CCCc2nnc(SCC(=O)Nc3nc(C)cs3)n2C)cc1C,-1,-4.8,1,-2.1,10,-4,-1,2,-3
CCOC(=O)c1ccc(Nc2ncnc3c2cnn3C)cc1,3,-3.7,2,-6.2,-11,13,4,0,0
CC(C)(C)c1ccc(OCC(O)CN2CCN(c3ccccn3)CC2)cc1 (stereo not drawn),-4,-0.6,3,-4.7,-24,-14,0,8,0
C=CCc1cc(/C=C2/NC(=O)NC2=O)cc(OCC)c1O,3,-0.5,14,-1.7,-7,-3,8,-1,-4
NC(=O)NCc1cccc(Cl)c1,5,-2.6,28,-2.6,3,-6,-2,-2,-1
CSCCC(NS(=O)(=O)c1ccc(Cl)cc1)C(=O)OCC(=O)NC1CC1 (stereo not drawn),6,-1.6,-22,-1.8,-15,0,-1,-1,-6
